Screening results: PubChem, several laboratories
Yeast superoxide – lowers age-related superoxide in aged yeast cells | S. cerevisiae aged cells, superoxide DHE fluorescence; active compounds read low | superoxide response (% of plate mean), % at 10 µM | 330,000 compounds, 0.18% hits | AID 2690;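 active means superoxide response under a set limit, about three screen SD below normal, cut at about 65% in these data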;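 further: yeast aged for seven days with compound at 30 °C before DHE staining; 100% = average MFI of all compound-treated wells on the plate with controls excluded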
MEP2-GFP yeast – yeast TOR pathway MEP2-GFP modulation; S. cerevisiae MEP2-GFP strain, flow cytometry GFP, 3 h; 100% = DMSO control level; GFP response vs DMSO, % at 10 µM; 330,000 compounds, 0.51% hits;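 active means GFP response versus DMSO above a set limit, roughly screen mean plus 3 SD, cut at about 180% in these data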;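 further: median GFP fluorescence of the barcode-gated MEP2-GFP cells per well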
AHR act – activates the human aryl hydrocarbon receptor | activation, % at 5 µM | P35869 | AID 2796 | AHR-responsive luciferase reporter cells, luminescence | 320,000 compounds, 2.5% hits; in the data active means activation above about 47%;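 further: 0% = vehicle wells and 100% = reference agonist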
Target sequence (P35869 whole entry, looked up): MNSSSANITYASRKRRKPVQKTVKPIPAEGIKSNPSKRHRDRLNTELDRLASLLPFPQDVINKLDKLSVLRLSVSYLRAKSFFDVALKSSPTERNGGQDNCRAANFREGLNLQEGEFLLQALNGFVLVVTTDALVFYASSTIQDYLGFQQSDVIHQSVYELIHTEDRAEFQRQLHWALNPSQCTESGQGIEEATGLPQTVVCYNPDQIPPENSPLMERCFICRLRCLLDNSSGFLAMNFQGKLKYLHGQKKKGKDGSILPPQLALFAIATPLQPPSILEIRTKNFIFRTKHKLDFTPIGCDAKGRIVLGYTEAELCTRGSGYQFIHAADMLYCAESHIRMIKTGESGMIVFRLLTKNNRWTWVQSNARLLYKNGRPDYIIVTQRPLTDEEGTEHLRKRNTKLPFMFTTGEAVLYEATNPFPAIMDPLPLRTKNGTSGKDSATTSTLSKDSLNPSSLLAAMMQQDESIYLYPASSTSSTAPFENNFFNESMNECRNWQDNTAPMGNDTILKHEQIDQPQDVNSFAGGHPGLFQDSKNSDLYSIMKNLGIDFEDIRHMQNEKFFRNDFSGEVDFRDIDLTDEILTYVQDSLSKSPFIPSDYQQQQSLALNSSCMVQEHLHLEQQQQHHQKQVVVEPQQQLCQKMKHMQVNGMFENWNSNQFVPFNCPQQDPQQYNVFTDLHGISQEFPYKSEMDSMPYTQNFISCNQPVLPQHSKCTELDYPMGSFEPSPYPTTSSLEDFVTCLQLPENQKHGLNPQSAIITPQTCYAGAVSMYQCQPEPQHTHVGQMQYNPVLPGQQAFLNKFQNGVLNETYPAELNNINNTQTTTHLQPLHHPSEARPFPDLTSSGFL
LAP4-GFP MLPCN – alters LAP4-GFP fluorescence in TOR pathway yeast screen; 320,000 compounds, 0.34% hits; GFP response vs DMSO, % at 10 µM; S. cerevisiae LAP4-GFP multiplex, flow cytometry GFP, 3 h; median GFP as percent of DMSO wells; AID 2023;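 active means GFP response vs DMSO above a set limit, about the screen mean plus 3 SD, cut at about 150% in these data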
CIT2 TOR yeast – yeast TOR pathway CIT2-GFP modulation; S. cerevisiae CIT2-GFP strain, flow cytometry, 3 h; 100 means same as DMSO wells; 320,000 compounds, 0.065% hits; GFP response vs DMSO, % at 10 µM; AID 2029;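 active means GFP response relative to DMSO above a set limit, near the screen mean plus 3 SD, cut at about 150% in these data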;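 further: ratio of well median GFP fluorescence to mean of DMSO wells on the plate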
Efflux pump mplx – blocks antifungal efflux pumps in multiplex yeast assay | S. cerevisiae Candida pump triplex, Nile Red efflux | 330,000 compounds, 0.44% hits | inhibition, % at 10 µM;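 active means plate passing quality check with inhibition over a set limit, or well fluorescence over plate mean plus 4 SD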;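 further: Nile Red retained in pooled yeast measured as flow cytometry median fluorescence; 0% = buffer negative control and 100% = Enniatin B positive control; higher means more Nile Red kept so more efflux inhibition; some compounds called inactive have numbers as strong as hits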
AGP1-GFP MLPCN – yeast TOR pathway AGP1-GFP modulation. GFP response vs DMSO, % at 10 µM. S. cerevisiae AGP1-GFP multiplex flow cytometry, 3 h; GFP as percent of DMSO wells. 320,000 compounds, 0.02% hits. AID 2066;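 active means GFP response relative to DMSO above a set limit, near screen average plus 3 SD, cut at about 150% in these data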;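 further: median GFP channel fluorescence of the gated AGP1 strain per well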
RPL19A TOR yeast – alters RPL19A-GFP fluorescence in TOR pathway yeast screen | percent response vs DMSO, % at 10 µM | S. cerevisiae RPL19A-GFP strain, flow cytometry, 3 h; active compounds read low | 330,000 compounds, 0.3% hits;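 active means percent response vs DMSO below 50%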;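 further: median channel GFP fluorescence of the barcoded RPL19A-GFP strain; ratio of sample median GFP to plate DMSO average so 100% = DMSO; lower means less RPL19A-GFP as with rapamycin TOR inhibition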
* hit, by the source's call; . = not tested or not shown; & = joins results of further samples.

SMILES | Yeast superoxide | MEP2-GFP yeast | AHR act | LAP4-GFP MLPCN | CIT2 TOR yeast | Efflux pump mplx | AGP1-GFP MLPCN | RPL19A TOR yeast
N/C(Cc1ccc(Cl)cc1)=N\OC(=O)c1cccc2ccccc12 | 116 | 118 | 2 | 196* | 125 | 0.1 | 74 | 91
CC1CC(C)CN(C(=O)c2ccccc2Nc2ccc(SC(F)F)cc2)C1 (stereo not drawn) | 103 | 108 | 3 | 109 | 99 | 0.0 | 106 | 102
COc1ccccc1-c1nnc(SCC(=O)OC(C)C)o1 | 128 | 98 | 21 | 104 | 91 | 0.2 | 95 | 96
CCc1ccc2c(CN3CCN(Cc4ccccc4)CC3)cc(=O)oc2c1 | 99 | 103 | 2 | 104 | 94 | -0.2 | 102 | 96
CCN(CC)S(=O)(=O)c1cccc2c(N(C)C)cccc12 | 97 | 122 | 7 | 114 | 101 | -0.1 | 92 | 98
CCCn1c(SCC(=O)N2c3ccccc3CC2C)nnc1-c1ccco1 (stereo not drawn) | 115 | 105 | 5 | 103 | 98 | 0.2 | 102 | 100
Cc1cccc(-c2nsc(SCC(=O)NCc3ccc4c(c3)OCO4)n2)c1 | 100 | 103 | 20 | 105 | 98 | -0.2 | 102 | 102
O=C(Nc1cccc([N+](=O)[O-])c1)N1CCCc2ccccc21 | 104 | 100 | . | 84 | 76 | -0.1 | 87 | 112
CC(=O)N1CCN(Cc2nc3cc(NC(=O)C4CCCCC4)ccc3n2C)CC1 | 124 | 106 | 2 | 104 | 91 | 0.2 | 98 | 102
C[N+](C)(C)c1ccc(/C=N/Nc2nc(Cl)c(C#N)c(Cl)c2Cl)cc1 | 93 | 105 | 11 | 106 | 102 | 0.1 | 105 | 103
O=CN/N=C/c1c(O)ccc2ccccc12 | 136 | 108 | 11 | 117 | 100 | 0.2 | 90 | 97
Cc1nc(NCCCn2ccnc2)c2oc3ccccc3c2n1 | 108 | 120 | 79* | 109 | 109 | 0.1 | 105 | 103
CN/S(=N/S(=O)(=O)c1ccccc1)c1ccc(C)cc1 (stereo not drawn) | 95 | 98 | -2 | 100 | 103 | -0.2 | 108 | 106
CCN(CC(=O)Nc1ccc(C(C)=O)cc1)CC(=O)Nc1cccc(OC)c1 | 91 | 98 | 4 | 98 | 100 | -0.1 | 102 | 99
COc1cccc(OCC(=O)NNC(=S)Nc2ccc(Cl)cc2Cl)c1 | 102 | 96 | 2 | 91 | 91 | -0.1 | 90 | 88
O=C(c1oc(=O)c2ccccc2c1-c1ccccc1)N1CCC(O)CC1 | 107 | 99 | -1 | 93 | 102 | 0.0 | 102 | 97
CN(C(=O)c1ccc(C#N)cc1)c1nnc(-c2cnccn2)s1 | 99 | 104 | -1 | 98 | 99 | 0.2 | 105 | 105
COc1ccc(C(=O)CSc2nc3ncccc3[nH]2)cc1OC | 99 | 82 | 4 | 101 | 107 | -0.1 | 110 | 93
Cc1ncc(C[n+]2csc(CCO)c2C)c(N)n1 | 113&100 | 94&94 | -2&-2 | 105&103 | 81&106 | 0.3&-0.1 | 86&92 | 98&98
COC(=O)C1=C(C(=O)OC)[N+]2=C3N(C(=O)NC2(C)C)[C@H](CO)C[C@@]32c3ccccc3N(Cc3ccccc3)[C@@H]12 | 93 | 104 | 1 | 96 | 99 | 0.3 | 110 | 101
CC(C)C[C@H](NC(=O)c1nc[nH]c1C(=O)N1CCN(c2ccccc2)CC1)C(=O)OC(C)(C)C | 83 | 100 | 4 | 125 | 103 | 0.2 | 94 | 105
CN(CC(=O)Nc1ccccc1Br)C(=O)CN1CCN(c2ccccc2Cl)CC1 | 91 | 98 | 1 | 102 | 97 | -0.3 | 101 | 98
CC1(C)Oc2ccc(C(=O)NC3CC3)cc2N(CC(=O)N2CCOCC2)C1=O | 89 | 101 | 74* | 89 | 94 | -0.1 | 99 | 100
O=C(NCC(=O)N(Cc1ccccc1)C(C(=O)NC1CCCCC1)c1ccco1)c1ccco1 (stereo not drawn) | 87 | 95 | 3 | 95 | 103 | 0.0 | 99 | 96
COc1cccc(CN2C(=O)Nc3ccccc3C(=O)N2C(C)(C)C)c1 | 103 | 98 | 1 | 86 | 86 | 0.1 | 90 | 91

A portion from the list above, for reference:
SMILES | Yeast superoxide | MEP2-GFP yeast | AHR act | LAP4-GFP MLPCN | CIT2 TOR yeast | Efflux pump mplx | AGP1-GFP MLPCN | RPL19A TOR yeast
COc1cccc(OCC(=O)NNC(=S)Nc2ccc(Cl)cc2Cl)c1 | 102 | 96 | 2 | 91 | 91 | -0.1 | 90 | 88
O=C(c1oc(=O)c2ccccc2c1-c1ccccc1)N1CCC(O)CC1 | 107 | 99 | -1 | 93 | 102 | 0.0 | 102 | 97
CN(C(=O)c1ccc(C#N)cc1)c1nnc(-c2cnccn2)s1 | 99 | 104 | -1 | 98 | 99 | 0.2 | 105 | 105
COc1ccc(C(=O)CSc2nc3ncccc3[nH]2)cc1OC | 99 | 82 | 4 | 101 | 107 | -0.1 | 110 | 93
Cc1ncc(C[n+]2csc(CCO)c2C)c(N)n1 | 113&100 | 94&94 | -2&-2 | 105&103 | 81&106 | 0.3&-0.1 | 86&92 | 98&98
COC(=O)C1=C(C(=O)OC)[N+]2=C3N(C(=O)NC2(C)C)[C@H](CO)C[C@@]32c3ccccc3N(Cc3ccccc3)[C@@H]12 | 93 | 104 | 1 | 96 | 99 | 0.3 | 110 | 101
CC(C)C[C@H](NC(=O)c1nc[nH]c1C(=O)N1CCN(c2ccccc2)CC1)C(=O)OC(C)(C)C | 83 | 100 | 4 | 125 | 103 | 0.2 | 94 | 105
CN(CC(=O)Nc1ccccc1Br)C(=O)CN1CCN(c2ccccc2Cl)CC1 | 91 | 98 | 1 | 102 | 97 | -0.3 | 101 | 98
CC1(C)Oc2ccc(C(=O)NC3CC3)cc2N(CC(=O)N2CCOCC2)C1=O | 89 | 101 | 74* | 89 | 94 | -0.1 | 99 | 100
O=C(NCC(=O)N(Cc1ccccc1)C(C(=O)NC1CCCCC1)c1ccco1)c1ccco1 (stereo not drawn) | 87 | 95 | 3 | 95 | 103 | 0.0 | 99 | 96
COc1cccc(CN2C(=O)Nc3ccccc3C(=O)N2C(C)(C)C)c1 | 103 | 98 | 1 | 86 | 86 | 0.1 | 90 | 91

Next compounds follow:
SMILES | Yeast superoxide | MEP2-GFP yeast | AHR act | LAP4-GFP MLPCN | CIT2 TOR yeast | Efflux pump mplx | AGP1-GFP MLPCN | RPL19A TOR yeast
CCOC(=O)c1nc(NCc2ccccc2)sc1C | 100 | 97 | 10 | 103 | 87 | 0.2 | 90 | 98
COCCN(C)C(=O)CC1C(=O)NCCN1CC(c1ccccc1)c1ccccc1 (stereo not drawn) | 94 | 103 | -1 | 96 | 111 | 0.0 | 101 | 105
CCOC(=O)NC(Nc1sc2c(c1C(N)=O)CCCC2)(C(=O)OCC)C(F)(F)F (stereo not drawn) | 99 | 107 | 1 | 99 | . | 0.0 | 109 | 105
O=C(Nc1ncn[nH]1)c1ccc(S(=O)(=O)N2CCOCC2)cc1 | 105 | 100 | 5 | 112 | 107 | -0.1 | 99 | 101
CN(C)S(=O)(=O)c1cccc(NC(=O)CCSc2ccc(Cl)cc2)c1 | 102 | 110 | 1 | 90 | 115 | 0.0 | 102 | 111
Cc1cccc(OCCCC(=O)O)c1C | 93 | 103 | 0 | 105 | 98 | 0.0 | 102 | 101
C=CCNC(=S)NNC(=O)c1ccc2c(c1)OCO2 | 71 | 87 | -1 | 81 | 85 | -0.1 | 82 | 83
COc1cc(OC)c2c(-c3ccccc3)cc(=O)oc2c1C(CCN1CCCC(C)C1)c1ccc2c(c1)OCO2 (stereo not drawn) | 105 | 104 | 3 | 97 | 97 | 0.0 | 101 | 99
CSCCC(NC(=O)c1ccco1)C(=O)OCC(=O)N1c2ccccc2NC(=O)C1(C)C (stereo not drawn) | 109 | 97 | 0 | 102 | 93 | 0.2 | 104 | 102
O=C(COc1ccccc1Cl)Nc1ccc(CN2CCCCC2)cc1 | 96 | 88 | -1 | 93 | 101 | -0.1 | 95 | 97
Clc1cccc(Sc2ccc(-c3ccccn3)s2)c1 | 101 | 96 | -2 | 116 | 85 | 0.1 | 94 | 96
CC(=O)Nc1nc(COc2ccccc2)cs1 | 95 | 107 | 3 | 106 | 101 | -0.1 | 106 | 101
Cc1cc(=O)oc2cc(OCC3CC(c4ccc(Br)cc4)=NO3)ccc12 (stereo not drawn) | 101 | 103 | -6 | 100 | 91 | 0.1 | 96 | 97
Cc1csc(CN(C)C(=O)C2CCC(=O)N(Cc3ccc(Cl)cc3)C2)n1 (stereo not drawn) | 132 | 101 | -2 | 94 | 101 | 0.0 | 100 | 100
CN1C(=O)c2cccc3c(S(=O)(=O)Nc4ccccn4)ccc1c23 | 120 | 97 | 9 | 96 | 92 | 0.0 | 102 | 101
Cc1ccc(Cl)cc1NC(=O)C(Cc1ccccc1)N1C(=O)C2C3CCC(C3)C2C1=O (stereo not drawn) | 78 | 102 | 2 | 97 | 99 | -0.1 | 100 | 97
Cc1cc(C)n2c(Nc3ccc4c(c3)OCCO4)c(-c3ccc(C)o3)nc2n1 | 100 | 117 | 8 | 110 | 110 | -0.4 | 108 | 108
O=C(N/N=C/c1cccc2ccccc12)c1cccc(F)c1 | 103 | 95 | 33 | 98 | 93 | 0.0 | 95 | 99
O=C(NCCc1nc2ccc(Cl)cc2[nH]1)C1CCC(=O)N(Cc2cccc(F)c2)C1 (stereo not drawn) | 88 | 97 | -1 | 100 | 101 | 0.1 | 107 | 93
COc1cc(/C=N/NC(=O)CC#N)ccc1Oc1nc(Cl)ncc1F | 82 | 117 | 2 | 101 | 111 | -0.1 | 104 | 105
Cc1[nH]nc(Nc2ccc(C(C)C)cc2)c1[N+](=O)[O-] | 95 | 100 | 35 | 149 | 93 | -0.1 | 119 | 104
COc1ccc(Cl)cc1S(=O)(=O)n1ccnc1 | 99 | 100 | 0 | 102 | 109 | -0.2 | 101 | 101
Nn1c(SCc2ccccc2)nnc1-c1ccco1 | 94 | 92 | 2 | 103 | 93 | 0.0 | 102 | 101
CC(=O)Nc1ccc(S(=O)(=O)NCC(=O)Nc2ccc3c(c2)OCO3)cc1 | 88 | 98 | 2 | 94 | 100 | -0.1 | 99 | 95
C/C=C/c1ccc(OCCCCn2cncn2)c(OC)c1 | 102 | 105 | 22 | 103 | 106 | -0.1 | 105 | 101
(more compounds)
SMILES | Yeast superoxide | MEP2-GFP yeast | AHR act | LAP4-GFP MLPCN | CIT2 TOR yeast | Efflux pump mplx | AGP1-GFP MLPCN | RPL19A TOR yeast
CSc1ccc(-c2ccco2)nn1 | 107 | 113 | 5 | 115 | 122 | 0.0 | 112 | 125
O=C(O)CC(NC(=O)c1cccc([N+](=O)[O-])c1)c1ccc2c(c1)OCO2 (stereo not drawn) | 93 | 98 | 0 | 102 | 103 | 0.2 | 101 | 95
COc1ccc(C2CC(=O)C3=C(C2)Nc2ccccc2N(C(C)=O)C3c2ccco2)cc1 (stereo not drawn) | 96 | 102 | 3 | 102 | 89 | 1.4 | 101 | 99
CCCCc1nc2ccccc2c(NC(=O)CN2CCCC2)c1CCC | 110 | 112 | 2 | 107 | 112 | 0.2 | 106 | 97
C[C@H](CO)N1C[C@H](C)[C@@H](CN(C)C(=O)Nc2ccccc2)Oc2ccc(NC(=O)Nc3ccccc3)cc2C1=O | 94 | 93 | -1 | 86 | 83 | 0.3 | 84 | 86
C/C(=N\Nc1ccc([N+](=O)[O-])cc1)c1ccc(-n2nncc2C(C)(C)C)cc1 | 96 | 111 | 8 | 92 | 109 | 0.0 | 103 | 109
COc1ccccc1C(=O)NCCn1cc(SCC(=O)Nc2cc(C)on2)c2ccccc21 | 93 | 108 | -1 | 106 | 108 | -0.1 | 109 | 103
Cn1c(NCCCO)nc2c1c(=O)n(Cc1ccccc1F)c(=O)n2C | 77 | 99 | 0 | 107 | 100 | -0.1 | 104 | 98
